ASAP1 inh – blocks human ASAP1-stimulated Arf1 GTP hydrolysis. Q9ULH1. GDP FP detection. inhibition, % at 16.5 µM. hit rate 0.19% among 360,000; in the data active = inhibition above about 25%;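 note: 0% = vehicle with enzyme and substrate and 100% = no enzyme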
PLC-beta3 inh – inhibitors of human phospholipase C beta3 | Purified PLC-beta3, fluorogenic substrate, fluorescence | Q01970 | hit rate 0.18% among 370,000 | AID 720704 | inhibition, % at 12.2 µM; in the data active = inhibition above about 11%;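 note: 0% = median of compound wells on plate and 100% = full blocker control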
DDE Tn6 FP inh – disrupts Tn6 cyclic peptide binding to fibrin D-Dimer-E complex | P02675 | Fibrin DD(E) TRITC-Tn6 fluorescence polarization displacement | inhibition, % at 8.3 µM | hit rate 0.21% among 370,000;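 active = inhibition above a per-campaign cutoff: mean of compounds within control limits plus 3 SD, cut at about 15% in these data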;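 note: 0% = median of all compound wells on the plate and 100% = blocking peptide control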
TDP2 inh – blocks human TDP2 phosphodiesterase activity; hit rate 0.34% among 370,000; inhibition, % at 12.8 µM; recombinant TDP2, T5PNP hydrolysis, p-nitrophenol absorbance 415 nm; AID 720702;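 active = inhibition above the mean of all tested compounds plus 3 SD, set per campaign, cut at about 25% in these data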;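 note: 0% = DMSO with enzyme and 100% = buffer with substrate but no TDP2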
Target sequence (O95551 whole entry, looked up): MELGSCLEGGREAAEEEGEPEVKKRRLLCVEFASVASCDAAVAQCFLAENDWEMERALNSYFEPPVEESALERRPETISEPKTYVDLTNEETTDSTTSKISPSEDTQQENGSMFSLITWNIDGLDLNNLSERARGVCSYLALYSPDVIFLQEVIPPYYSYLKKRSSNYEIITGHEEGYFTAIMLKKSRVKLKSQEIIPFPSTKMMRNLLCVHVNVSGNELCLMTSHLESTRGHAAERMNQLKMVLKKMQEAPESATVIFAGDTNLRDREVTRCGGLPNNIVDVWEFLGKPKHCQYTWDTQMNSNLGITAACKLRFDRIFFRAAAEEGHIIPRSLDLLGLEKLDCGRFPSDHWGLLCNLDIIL
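test system = human TDP2 enzyme | input = TDP2 enzyme at 120 nM final | medium = 50 mM Tris-HCl pH 7.5 with Mg2+, KCl, DTT, BSA | also added = T5PNP substrate, 5 mM | times = 2 h at 37 °C | technique = epi absorbance | benchmarks = high control without enzyme, low control DMSO plus TDP2 | replication = each compound tested once, singlicate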
ARFGAP1 inh – inhibitors of rat ARFGAP1; Q62848; Arfgap1-stimulated ARF1 GTP hydrolysis, GDP FP detection; inhibition, % at 16.5 µM; hit rate 0.26% among 360,000;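 active = inhibition above a per-plate limit, mean inhibition of low control wells plus 3 SD, cut at about 25% in these data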;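 note: 0% = DMSO wells with enzyme and 100% = wells lacking Arfgap1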
Target sequence (Q62848 1-136 limits assumed): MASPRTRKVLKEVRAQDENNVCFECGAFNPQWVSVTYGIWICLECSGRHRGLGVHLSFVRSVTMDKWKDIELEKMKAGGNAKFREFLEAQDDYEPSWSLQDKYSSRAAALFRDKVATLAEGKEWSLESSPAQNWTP
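System: truncated rat Arfgap1 GAP domain / Benchmarks: high control wells lacking Arfgap1, low control full reaction with DMSO / Times: compound-enzyme preincubation 20 min, reaction 120 min, detection 60 min, 25 °C / Repeats: one replicate per compound / Also added: human ARF1(Δ1-17)-GTP substrate / Measured by: Tracer-displacement fluorescence polarization with EDTA stop, 620/688 nm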
DDE Tn7 FP inh – DD(E)-Tn7 binding inhibition, primary FP screen; hit rate 0.13% among 370,000; FP displacement of FITC-Tn7 peptide from fibrin DD(E); 0% = median of compound wells per plate; inhibition, % at 8.3 µM;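 active = inhibition above the mean of compounds falling within the control limits plus 3 SD of them, cut at about 14% in these data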;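 note: 0% = plate median of compound wells and 100% = 10 µM Aha-Tn7 peptide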
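Assay system: Human fibrin DD(E) protein | Medium: Tris buffer with calcium and detergent, pH 7.8 | Reagent: 0.1 µM fluorescent Tn7 | Compound dosing: Single point at 8.3 µM | Times: 10 min preincubation, 3 h with tracer, room temperature | Detection: Fluorescence polarization of the labelled Tn7 tracer | Controls: Aha-Tn7 high control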
SIAE inh – human SIAE inhibition, primary screen; Q9HAT2; SIAE FP-Rh probe binding, fluorescence polarization; inhibition, % at 9.66 µM; hit rate 0.69% among 370,000; AID 1053197;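 active = inhibition above a cutoff: mean of compounds within the control limits plus 3 SD of those, cut at about 17% in these data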;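 note: 0% = plate median of compound wells and 100% = probe without SIAE protein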
PLCg1 inh – inhibitors of human phospholipase C gamma1; P19174; purified PLC-gamma1, fluorogenic substrate, fluorescence; inhibition, % at 12.2 µM; hit rate 0.84% among 370,000; in the data active = inhibition above about 9.5%
ADAM17 inh – inhibits human ADAM17; recombinant ADAM17, EDANS/DABCYL FRET peptide cleavage; inhibition, % at 6.95 µM; hit rate 0.83% among 370,000;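 active = inhibition above the mean of compounds lying between control limits plus 3 SD, set per campaign, cut at about 8.5% in these data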;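 note: 0% = DMSO-only wells as the low control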
Target sequence (P78536 215-824 limits assumed): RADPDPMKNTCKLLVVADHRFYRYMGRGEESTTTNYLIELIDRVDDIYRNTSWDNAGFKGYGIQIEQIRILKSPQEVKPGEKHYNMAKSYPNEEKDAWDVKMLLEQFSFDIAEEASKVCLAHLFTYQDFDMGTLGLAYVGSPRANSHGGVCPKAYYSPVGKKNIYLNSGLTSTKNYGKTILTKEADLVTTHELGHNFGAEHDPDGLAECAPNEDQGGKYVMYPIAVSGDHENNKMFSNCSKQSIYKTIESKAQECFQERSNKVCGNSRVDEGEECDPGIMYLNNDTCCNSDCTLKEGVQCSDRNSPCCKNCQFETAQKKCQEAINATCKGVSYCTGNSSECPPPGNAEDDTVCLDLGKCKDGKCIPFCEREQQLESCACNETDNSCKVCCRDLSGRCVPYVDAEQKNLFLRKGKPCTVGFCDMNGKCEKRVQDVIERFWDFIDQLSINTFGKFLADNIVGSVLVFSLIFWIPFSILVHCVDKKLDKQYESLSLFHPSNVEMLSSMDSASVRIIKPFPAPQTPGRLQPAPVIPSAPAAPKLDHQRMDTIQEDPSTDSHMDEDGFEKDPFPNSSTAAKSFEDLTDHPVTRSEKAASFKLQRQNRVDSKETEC
ADAM10 inh – inhibits human ADAM10; O14672; inhibition, % at 7 µM; recombinant ADAM10, EDANS/DABCYL FRET peptide cleavage, 3 h; AID 720582; hit rate 0.62% among 370,000;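 active = inhibition above a per-campaign cutoff equal to the mean of compounds falling between control-based bounds plus 3 SD, cut at about 20% in these data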;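 note: 0% = DMSO wells while the 100% control is not disclosed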
* hit, by the source's call; i = inactive.

SMILES	ASAP1 inh	PLC-beta3 inh	DDE Tn6 FP inh	TDP2 inh	ARFGAP1 inh	DDE Tn7 FP inh	SIAE inh	PLCg1 inh	ADAM17 inh	ADAM10 inh
CC(C)[C@@H](C(=O)NCC1CCC(C(=O)O)CC1)n1nnc2ccccc2c1=O (stereo partly drawn)	6.8	1.1	-4.2	7.0	5.2	-1.7	2.5	0.0	-4.8	-6.8
Cc1cc(C(=O)N/N=C/C=C/c2cccc([N+](=O)[O-])c2)n[nH]1	1.9	10.0	-0.5	-19.3	-11.2	0.6	-17.9	10.9*	4.9	10.6
CCN1C(=O)CC(NCc2ccc(S(N)(=O)=O)cc2)C1=O (stereo not drawn)	-2.3	-12.2	6.1	-3.1	-11.8	8.1	-3.4	3.3	-7.9	-1.4
O=C(NCCN1CCN(c2ccccc2Cl)CC1)Nc1ccccc1	6.7	-2.9	5.1	11.1	9.4	0.4	4.2	0.6	-4.3	-3.9
CC(=O)Nc1ccc(/C=C/c2ccc3cccc([N+](=O)[O-])c3n2)cc1	17.0	-4.6	18.2*	-1.3	6.1	8.2	-12.3	1.4	2.4	12.1
CC1CCC(C(=O)NC(C(=O)N2CCN(c3ccccn3)CC2)C(C)C)CC1 (stereo not drawn)	-3.5	5.2	0.3	-9.1	-16.2	0.6	2.5	5.7	-0.8	6.6
Cc1c(Br)c([N+](=O)[O-])nn1CC(=O)N(C)Cc1ccccc1	-2.9	3.6	1.4	10.2	-1.3	4.2	3.3	0.4	-3.1	1.0
COc1ccc(OCC(=O)NCCNC(=O)c2cccnc2)cc1	1.5	-5.6	-10.0	-1.9	4.2	-0.2	-0.6	2.7	-6.6	1.0
CC(C)(C)c1ccc(OCC(=O)NC2CCS(=O)(=O)C2)cc1 (stereo not drawn)	-0.6	5.7	5.1	-4.2	-5.3	6.0	3.2	1.4	1.1	7.8
COC(=O)[C@]1(C)N[C@H](CN(C)S(=O)(=O)c2ccccc2)[C@@H]2C(=O)N(Cc3ccccc3)C(=O)[C@@H]21	19.1	3.8	-2.7	-8.5	9.4	-2.0	-1.6	1.2	0.0	-1.0
CC(C)Cc1nnc(NC(=O)CSc2nc(-c3ccccc3)cc(=O)[nH]2)s1	-11.7	-1.6	2.4	4.6	-14.9	2.9	-5.7	-5.7	-4.5	-3.9
Cc1ccc(-c2cc(N)n3nc(-c4ccc(C)cc4)cc3n2)cc1	0.2	-263.3	-3.8	8.1	0.9	7.5	0.0	-213.7	-44.5	-114.9
c1cc2c(cc1Cn1cnnn1)OCO2	7.5	-0.3	0.0	7.2	-9.7	-1.1	3.4	-4.8	-1.9	1.9
CN(C)C1=NC(=O)/C(=C\c2ccccc2)S1	3.9	-1.0	-7.4	-4.8	7.4	-3.6	-0.7	0.3	0.1	12.5
O=C(O)COc1c(-c2ccccc2)oc2ccccc2c1=O	3.6	-6.9	-0.4	3.5	1.6	0.5	4.5	-0.7	-6.9	-13.8
Cc1ccc(S(=O)(=O)N2CCN(C(=O)c3n[nH]c4ccccc34)CC2)cc1	3.1	1.9	-0.7	1.3	9.7	-1.3	2.5	1.2	1.2	5.6
CN(C)S(=O)(=O)N1CCN(S(=O)(=O)N2CCOCC2)CC1	-9.4	-0.4	3.0	3.4	-12.7	1.4	-2.8	0.9	-1.4	-3.7
Brc1[nH]nc2ccccc12	-3.4	-3.3	-6.5	2.8	-3.4	-1.7	3.1	0.6	-3.8	-3.8
O=C(c1ccc(Br)s1)N1CCN(Cc2ccc3c(c2)OCO3)CC1	15.6	4.1	-4.9	4.6	-7.9	-4.5	0.0	3.4	-2.3	-1.5
COc1ccc(CNC(=O)C/C(C)=N/NC(=O)c2ccccc2OC)cc1	-6.2	-0.8	-6.5	15.1	3.8	6.2	-1.9	0.6	-3.6	1.2

By substructure: the entries above containing bromine.
SMILES	ASAP1 inh	PLC-beta3 inh	DDE Tn6 FP inh	TDP2 inh	ARFGAP1 inh	DDE Tn7 FP inh	SIAE inh	PLCg1 inh	ADAM17 inh	ADAM10 inh
Cc1c(Br)c([N+](=O)[O-])nn1CC(=O)N(C)Cc1ccccc1	-2.9	3.6	1.4	10.2	-1.3	4.2	3.3	0.4	-3.1	1.0
Brc1[nH]nc2ccccc12	-3.4	-3.3	-6.5	2.8	-3.4	-1.7	3.1	0.6	-3.8	-3.8
O=C(c1ccc(Br)s1)N1CCN(Cc2ccc3c(c2)OCO3)CC1	15.6	4.1	-4.9	4.6	-7.9	-4.5	0.0	3.4	-2.3	-1.5

(more compounds)
SMILES	ASAP1 inh	PLC-beta3 inh	DDE Tn6 FP inh	TDP2 inh	ARFGAP1 inh	DDE Tn7 FP inh	SIAE inh	PLCg1 inh	ADAM17 inh	ADAM10 inh
c1cncc(-c2ccc3[nH]ccc3c2)c1	7.3	0.3	9.3	4.8	-7.2	-0.3	14.0	-0.2	-2.6	6.6
COCCCN1C(=O)CS/C1=N\S(=O)(=O)c1ccccc1	4.9	-10.9	-5.4	2.2	3.5	2.6	-1.1	-1.9	-5.2	-3.4
CCOC(=O)C(=O)N=Nc1c(O)n(C)c2ccccc12	1.1	4.1	-3.4	2.3	-3.3	5.6	-7.0	1.6	2.6	-0.2
NC(N)=N/N=C/c1cccc([N+](=O)[O-])c1O	-10.1	5.1	3.0	-3.2	-4.9	0.1	-0.5	0.5	0.1	-3.4
CCc1ccc2c(CN3CCN(S(=O)(=O)c4ccccc4F)CC3)cc(=O)oc2c1	-14.3	0.4	-6.3	-0.1	-9.5	-1.1	-4.3	0.7	2.5	11.7
COc1ccc(C(=O)CSc2nc(C)cc(C)n2)cc1C	-6.3	-11.5	-7.4	9.3	6.4	-1.6	1.4	-2.4	-4.0	2.3
CCNS(=O)(=O)c1ccc(NC(=O)CC(C)c2ccccc2)cc1 (stereo not drawn)	7.9	3.3	1.1	1.9	0.1	-0.9	1.5	2.5	1.1	0.8
CC(C)C(c1nnnn1Cc1ccco1)N1CCC(C(N)=O)CC1 (stereo not drawn)	12.9	0.1	-0.5	1.0	8.5	7.5	-3.6	-0.6	-4.3	-2.2
COc1ccc(NC(=O)N(C)C[C@H]2Oc3c(NC(=O)c4nc5ccccc5s4)cccc3C(=O)N([C@@H](C)CO)C[C@H]2C)cc1	1.9	-28.5	2.0	-10.2	7.3	-7.0	-8.2	-10.9	12.3*	18.4
C[C@H](CO)N1C[C@H](C)[C@@H](CN(C)S(=O)(=O)c2cn(C)cn2)Oc2ccc(NS(=O)(=O)c3ccccc3)cc2C1=O	12.6	0.8	-1.8	5.5	9.4	3.4	4.2	0.0	-6.2	-0.1
COc1ccc(CCNC(=O)C2CCN(S(=O)(=O)N3CCCCCC3)CC2)cc1OC	-3.6	2.4	2.6	16.9	-10.1	-4.7	-3.4	4.8	-3.5	-2.6
Cc1onc(-c2ccccc2Cl)c1C(=O)NCc1ccco1	8.4	-12.1	-0.7	-5.9	-3.7	-1.2	15.5	-10.8	0.6	-11.1
Cc1c(-c2cccc(NC(=O)c3cccs3)c2)nc2ncccn12	6.9	i	-3.0	-15.7	19.1	-6.8	-12.8	i	i	i
c1ccc(-c2csc3ncnc(N4CCN(Cc5ccc6c(c5)OCO6)CC4)c23)cc1	2.8	-2.1	5.1	8.5	1.4	0.8	-5.0	2.7	-3.8	-9.6
O=C(NNc1c(Cl)cncc1Cl)c1sccc1Cl	-3.9	-6.1	3.3	-0.2	-4.8	6.8	-6.0	-3.8	-5.6	3.9
CC1(C)CC(O)CC(C)(C)N1CC(O)COCc1ccccc1 (stereo not drawn)	7.3	-4.0	-1.9	16.3	0.5	-1.7	6.3	0.2	-4.8	-7.1
C=CCNC(=O)NC(=O)CN1C(=O)NC(c2ccccc2)(c2ccccc2)C1=O	-0.5	-4.7	6.6	12.7	1.1	7.2	-9.0	-0.9	-0.1	2.7
CCOc1cccc(NC(=O)c2cnccc2C(F)(F)F)c1	-1.1	-2.9	0.1	14.6	1.0	8.9	0.7	-1.8	-5.8	4.6
COc1ccccc1NC(=O)c1sc(NC(=O)c2ccco2)c(C#N)c1C	3.6	-6.5	2.9	-9.5	8.9	2.3	-1.3	-2.4	-3.9	-3.0
CC(=O)c1cccc(N(CC(=O)Nc2ccccc2C(=O)N2CCCC2)S(C)(=O)=O)c1	-18.7	-7.2	-5.5	7.6	-15.7	5.0	-1.3	-1.2	-5.9	-3.5
Cc1cc(C)c2cc(C#N)c(NCCCN)nc2c1	-0.7	-105.8	-2.9	-2.9	-7.0	3.3	2.2	-72.2	-120.8	-372.6
c1ccc(-c2nn3c(-c4ccco4)nnc3s2)nc1	2.6	-6.6	2.9	1.5	4.6	-0.1	6.1	-7.0	-4.6	-4.8
CC(C)(C)OC(=O)C[C@H]1C/C=C\C[C@@H](CC(=O)N(CCO)Cc2ccccc2)C(=O)N[C@H](Cc2c[nH]c3ccccc23)COC1=O	3.7	2.8	0.1	-16.9	9.5	-9.3	-0.4	-0.1	7.1	11.9
Cc1cc(-c2nnc3n2N=C(c2ccccc2)CS3)n[nH]1	10.8	-0.1	-2.2	-1.0	7.1	-1.1	-3.0	-2.3	-1.5	12.4
COc1ccccc1NC(=O)C1CCCN1C(=O)Nc1ccc(F)cc1 (stereo not drawn)	-3.6	-8.0	-0.2	-12.8	11.8	1.1	-2.3	-2.1	-3.4	3.0
CCN(CC)c1ccc(CNc2nc3ccccc3n2C)cc1	-5.9	-7.7	4.5	-9.1	3.1	-2.8	0.6	-3.1	3.3	2.2
CCOCCCn1c(SCC(=O)/C(C#N)=C(\C)N)nc2ccccc2c1=O	0.9	3.6	-3.0	0.1	-7.6	-4.0	1.8	3.3	5.4	5.8
CC(C)N1CCN(Cc2ccc(-c3ccccc3Cl)o2)CC1CCO (stereo not drawn)	-11.2	-0.8	-4.6	4.0	29.1*	5.8	-8.1	-1.1	-5.4	0.7
O=C(c1ccc(Cl)cc1)N1CCCCC(Cl)C1=O (stereo not drawn)	-1.1	0.2	0.8	9.1	8.1	1.1	0.6	-1.0	-1.7	-1.3
Cc1ccc2nc(CCCc3nc4ccc(C)cc4[nH]3)[nH]c2c1	11.7	-3.4	3.9	-6.6	-0.3	8.1	7.4	-2.7	-4.0	2.7
COc1ccc(NC(=O)c2cccc(S(=O)(=O)N3CCOCC3)c2)cn1	7.1	1.3	-5.6	-7.6	-13.5	3.3	4.5	4.5	-1.8	3.4
Oc1[nH]c(=S)sc1/C=C1\C(c2ccccc2)=Nc2ccccc21	-7.0	-10.2	-3.3	-0.2	8.2	-4.7	-17.1	-6.2	-0.2	-1.5
O=C(CNS(=O)(=O)c1cccs1)Nc1ccc2c(c1)OCCO2	-3.7	-1.8	-4.5	-3.1	6.0	-10.4	1.5	-0.4	-1.1	-2.6
C=C(Cl)COC(=O)C1C2C=CC(C2)C1C(=O)O (stereo not drawn)	9.2	-0.5	-2.6	5.0	4.8	2.6	1.6	-1.2	-4.8	-3.6

Random draw from the library; 3.6% or so of the library scored in one or more.
